14-3-3 PPI: modulators of human 14-3-3 gamma - Raf peptide interaction | 160,000 tested, 0.19% active | FP, 14-3-3gamma / TMR-pS259-Raf peptide binding | P61981 | inhibition, % at 40 µM; in the data active = inhibition above about 30%;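 also: 0% = protein plus tracer without compound and 100% = blank with tracer alone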
Target sequence (P61981 whole entry, looked up): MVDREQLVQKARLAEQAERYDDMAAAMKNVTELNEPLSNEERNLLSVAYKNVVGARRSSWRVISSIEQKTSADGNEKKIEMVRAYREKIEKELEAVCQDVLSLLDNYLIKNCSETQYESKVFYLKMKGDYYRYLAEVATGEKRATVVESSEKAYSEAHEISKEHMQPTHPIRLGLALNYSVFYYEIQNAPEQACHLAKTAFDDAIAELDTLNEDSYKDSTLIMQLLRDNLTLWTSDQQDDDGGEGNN
* = called active by the depositor; & = joins results of further samples. The list is partial; rates above refer to the full screens.

smiles | 14-3-3 PPI
Cc1nc(SC(C)C)[nH]c(=O)c1Cc1ccccc1 | 1
Cc1csc(NC(=O)CSc2nnc(C)n2Cc2ccco2)n1 | -3
Cc1cccc(CSC2=NCCN2C(=O)c2cccc(Br)c2)c1 | -2
CCOC(=O)CC(=O)CSc1nc2c(cc1C#N)CCCCCC2 | -9
Cc1nn(CC(=O)N2CCN(Cc3ccccc3)CC2)c(=O)c2ccccc12 | -3
Cc1cc2n(n1)C(c1ccco1)Nc1ccccc1-2 (centres undefined) | -11
COCCN1C(=O)C(=O)/C(=C(/O)c2ccccc2)C1c1ccc(Cl)cc1 (centres undefined) | 8
Cc1cc(C(=O)CSc2nnc(NCc3ccccc3)s2)c(C)n1C | -12
O=c1oc2ccc(Cl)cc2cc1-c1nnc(-c2cccc(F)c2)o1 | -9
OC(C#CCCN1CCCCC1)(c1ccccc1)C1CCCCC1 (centres undefined) | -8
COc1c(COc2ccccc2[N+](=O)[O-])cc(C)cc1COc1ccccc1[N+](=O)[O-] | 3
O=C(CSc1ccc2nnc(-c3ccc(F)cc3)n2n1)N1CCCCC1 | -7
CC(=O)Nc1nc(C(=O)Nc2c(C)n[nH]c2C)cs1 | -10
COc1ccccc1NC(=O)CSC(N)=O | -6
CC1CCCCN1S(=O)(=O)c1ccc(C(=O)Nc2nc(-c3ccncc3)cs2)cc1 (centres undefined) | -10
Cc1nc2nc(SCC(=O)Nc3ccc(C(C)C)cc3)nn2c(C)c1Cc1ccccc1 | -20
COc1cc(CN2CC(=O)N(c3cccc(Cl)c3C)C2=S)cc(OC)c1OC | 2
COc1ccc(Cn2c(C3CC3)nc3ccc(NC(C)=O)cc3c2=O)cc1 | -6
Cc1ccc(S(=O)(=O)NC(C)C(=O)Nc2ccccc2C(=O)N2CCCC2)cc1 (centres undefined) | -9
CCN(CC)S(=O)(=O)c1cccc(C(=O)Nc2nnc(C)s2)c1 | 0
CC(=O)N1CCc2cc(S(=O)(=O)CCC(=O)Nc3ccc(C(F)(F)F)cc3)ccc21 | -4
O=C(Nc1ccc(-c2noc(-c3ccccc3Br)n2)cc1)c1ccncc1 | -16
COc1ccc(CCNc2cc(N3CCOCC3)ccc2[N+](=O)[O-])cc1OC | -4
CC(=O)c1c(N2CCN(Cc3ccccc3)CC2)[nH]c(-c2ccccc2)nc1=S | -6
CCSc1nnc(-c2ccc(C)cc2)c2ccccc12 | -11
COc1ccc(COC(=O)C2=C(C)NC3=C(C(=O)CC(c4cccs4)C3)C2c2cccc([N+](=O)[O-])c2)cc1 (centres undefined) | -4
Cc1ccc(CNC(=O)c2cc(-c3ccccn3)nc3ccc(S(=O)(=O)N4CCOCC4)cc23)cc1 | -40
Cc1coc2c(C)c3oc(=O)c4c(c3cc12)CCC4 | -10
O=C(CCCN1C(=O)CCC1=O)Nc1ccc(Cl)c(C(F)(F)F)c1 | -2
CC(C)n1cnc2cc(NCc3nc4ccccc4n3C)ccc21 | 3
CN(C)c1ccc(CN(C(=O)c2ccc(Br)cc2)C2CCS(=O)(=O)C2)cc1 (centres undefined) | -12
CC1CCN(S(=O)(=O)c2ccc3[nH]c(=O)cc(C(=O)O)c3c2)CC1 | -2&-10
CCC(C)NC(=O)c1cnn2c(C)c(Cc3ccc(F)cc3)c(C)nc12 (centres undefined) | -4
COC(=O)CSc1nc2sc3c(c2c(=O)n1-c1ccccc1C)CC(C)(C)OC3 | -7
Cc1ccc2nc3c(cc(C(=O)NCc4cccnc4)c(=N)n3C(C)C)c(=O)n2c1 | -9
CCC(C)(C(=O)NC1CCCCC1)N(Cc1ccco1)C(=O)c1ccc2c(c1)OCO2 (centres undefined) | 3&-21
CCOC(=O)C(CC)Sc1nc2c(c(=O)[nH]c(=O)n2C)n1C(C)C (centres undefined) | 3
O=C1NC(c2ccc(OC(F)F)cc2)C(C(=O)c2ccccc2)C(O)(C(F)(F)F)N1 (centres undefined) | 8
COc1ccc(-c2noc(COc3ccc4c(c3)OCO4)n2)cc1OC | 0
CCc1ccc(N/C(SC)=C(/C#N)C(N)=O)cc1 | 0
Nc1c(C(=O)NC2CCCCC2)nsc1C(=O)OCC(=O)NC1CCCCC1 | -5
CCOC(=O)C1C(c2ccccc2)NC(=O)NC1(O)C(F)(F)F (centres undefined) | 3
CC(C)Oc1ccc(C=NCCC2(c3ccccc3)CCOC(C)(C)C2)cc1 (centres undefined) | -6
CCOC(=O)COc1ccc(S(=O)(=O)Nc2ccc3c(c2)OCO3)cc1 | -2
O=C(CN1CCN(c2ncc(C(F)(F)F)cc2Cl)CC1)Nc1ccc2c(c1)OCO2 | -10
Cc1cc(=O)[nH]c(SCC(=O)Nc2ccc(S(=O)(=O)N3CCCCC3)cc2)n1 | 0
CC1CCCN(S(=O)(=O)c2ccc3[nH]c(=O)cc(C(=O)NCC4COc5ccccc5O4)c3c2)C1 (centres undefined) | 3
COc1ccc(C2C(C(=O)N3CCC(C)CC3)CCC(=O)N2c2cc(OC)c(OC)c(OC)c2)cc1 (centres undefined) | -3
O=C(NCCCN1CCOCC1)C1CCC(=O)N1C1CCCCC1 (centres undefined) | -3
CCN(Cc1ccccc1)S(=O)(=O)c1cc(Br)cc2c1N(C(=O)C1CC1)CC2 | -35

A draw from above in order of molar mass, low to high:
smiles | 14-3-3 PPI
CCOC(=O)C(CC)Sc1nc2c(c(=O)[nH]c(=O)n2C)n1C(C)C (centres undefined) | 3
CC(C)Oc1ccc(C=NCCC2(c3ccccc3)CCOC(C)(C)C2)cc1 (centres undefined) | -6
COC(=O)CSc1nc2sc3c(c2c(=O)n1-c1ccccc1C)CC(C)(C)OC3 | -7

An excerpt of these results, with the structure last:
14-3-3 PPI	SMILES
-2	O=C(CCCN1C(=O)CCC1=O)Nc1ccc(Cl)c(C(F)(F)F)c1
0	CCc1ccc(N/C(SC)=C(/C#N)C(N)=O)cc1
-4	CCC(C)NC(=O)c1cnn2c(C)c(Cc3ccc(F)cc3)c(C)nc12 (centres undefined)
3	CC(C)n1cnc2cc(NCc3nc4ccccc4n3C)ccc21

Carrying on.
smiles | 14-3-3 PPI
CC1CCCC(NC(=O)CSc2cc(=O)n(C)c3cc(Cl)ccc23)C1C (centres undefined) | -4
COc1ccccc1C1Nc2ccccc2NC2=C1C(=O)CC(c1ccc(C)cc1)C2 (centres undefined) | -5
O=c1c2cnn(-c3ccccc3)c2ncn1Cc1cccc(Cl)c1 | -3
CC(=O)N1c2c(cc(Br)cc2S(=O)(=O)N2CCN(c3cccc(C(F)(F)F)c3)CC2)CC1C (centres undefined) | -6
O=C(CCC1N=C2c3ccccc3N=C(SCc3ccc(Cl)cc3)N2C1=O)NC1CCCCC1 (centres undefined) | -7
COCc1cc(=O)n2[nH]c(SC)nc2n1 | -5
COc1ccc(C2C3C(=O)N(c4ccc(C)cc4)C(=O)C3ON2c2ccccc2)c(OC)c1 (centres undefined) | -2
O=C(Nc1cccc2ccccc12)c1cnn2c1NC(c1ccccc1)CC2C(F)(F)F (centres undefined) | -1
Cc1cc(C)nc(SCC(=O)Nc2ccc(N3CCOCC3)cc2)n1 | -1
O=C(Nc1ccc([N+](=O)[O-])cc1)c1cnc2n(c1=O)CCS2 | 1
C=C(C)CSc1nncn1/N=C/c1ccc(OC)cc1 | 2
Cc1nc2ccc(S(=O)(=O)NC(C(=O)N3CCCCCC3)C(C)C)cc2s1 (centres undefined) | -5
CC(C)CC1=NN(S(=O)(=O)c2ccccc2)C(O)(C(F)(F)F)C1 (centres undefined) | 1
CC1(C)CN(O)CCN1O | -9
CC(C)C12CN3CC(C(C)C)(CN(C1)C3c1cccs1)C2=O (centres undefined) | -8
CCOC(=O)c1ccc(NC(=O)CC2C(=O)N(c3cccc(OC)c3)C(=O)N2CCOC)cc1 (centres undefined) | 1
Cc1ccc2cc3cc(C(=O)NCCN4CCOCC4)sc3nc2c1 | -7
CCOC(=O)C1=C(C)NC2=C(C(=O)C(C(=O)OC)C(C)C2)C1c1coc2ccccc2c1=O (centres undefined) | 3
Fc1ccc(CNc2ccc(CNc3ncn[nH]3)cc2)cc1 | -6
COc1cc(OC)cc(C(=O)N2CCN=C2SC)c1 | -1
CCOC(=O)c1ccccc1NC(=O)N1CCn2c(C)ccc2C1CC (centres undefined) | -5
CCOc1ccc(-n2c(=O)c3sccc3n(CC(=O)Nc3cccc(C(F)(F)F)c3)c2=O)cc1 | -2
CCOC(=O)c1c(NC(=O)c2cccnc2)sc2c1CCCC2 | -3
COc1ccc(OC)c(NC(=O)C2CCCN(S(=O)(=O)c3cccc4cccnc34)C2)c1 (centres undefined) | 2
CC1CCC2C(=O)N(c3ccc(NCCc4ccccc4Cl)c([N+](=O)[O-])c3)C(=O)C2C1 (centres undefined) | 0
COc1ccccc1CC(=O)Nc1cc2oc3ccccc3c2cc1OC | -2
COC(=O)c1cc(C(=O)OC)cc(-n2c(C=Cc3cccc([N+](=O)[O-])c3)nc3ccccc3c2=O)c1 | 0
Cc1cc(C)n2nc(NCc3cccc(Br)c3)nc2n1 | -6
Cc1ccc(-c2cn(-c3ccccc3Cl)c(=S)[nH]2)cc1 | -4
N#C/C(C(=O)NCc1ccco1)=C1/SC(Cc2ccc(Cl)cc2)C(=O)N1c1ccccc1 (centres undefined) | -13
CSc1nc(C)c(Oc2ccccc2)c(=O)n1C | -4&-3
O=C(c1ccccc1)N1CCN(CC(O)COC2CCCCC2)CC1 (centres undefined) | 4
O=[N+]([O-])c1cccc(-c2nnco2)c1 | 2
Cc1cc(C)cc(NC(=O)C2C3C=CC4(O3)C2C(=O)N(CC2CCCO2)C4C(=O)NC2CCCC(C)C2C)c1 (centres undefined) | -5
CC1CCN(c2ncnc3c2cnn3-c2ccccc2)CC1 | 1&-2
COc1cc(C)c(Cl)cc1S(=O)(=O)NCc1ccncc1 | 3
CCOCCCn1c(=S)[nH]c2cc(C(=O)NCCN(CC)CC)ccc2c1=O | -3
Cc1ccc(-c2nn(CC(=O)Nc3ccc(C(=O)N(C)C)cc3)c(=O)c3ccccc23)cc1 | -3
COc1ccc(C2CC(C(F)(F)F)n3ncc(C(=O)NC(C)C)c3N2)cc1OC (centres undefined) | -3
O=C(NC1CCCCCC1)C1CCN(S(=O)(=O)c2cccc3nsnc23)CC1 | -7
CC(=O)N1N=C(c2ccncc2)OC1c1ccc(C(C)C)cc1 (centres undefined) | 4
CCOC(=O)CNC(=O)c1sc2nc(C)nc(N(CC)CC)c2c1C | -1
CC(C)Cc1cc(C(=O)Nc2cc(Cl)ccc2Cl)no1 | 2
CCCc1nc(N2CCOCC2)c(C#N)c2c1CCCC2 | 7
COc1ccc2nc3oc(C(=O)Nc4ccc(F)cc4)cc3cc2c1 | 8
O=C1C2CCCCC2C(=O)N1c1ccc(NCCc2cccc(F)c2)c([N+](=O)[O-])c1 (centres undefined) | 3
Cc1csc(NC(=O)CSc2nc(-c3cccs3)cc(-c3cccs3)c2C#N)n1 | -26
O=C(c1ccc(Cl)cc1)n1c(=O)oc2cc(S(=O)(=O)N3CCCCC3)ccc21 | -3
CCOC(=O)c1cnc2c(C)cccc2c1Nc1cccc(C(F)(F)F)c1 | 1
O=c1c2cc(Cl)ccc2oc2nc3n(c(=O)c12)CCCS3 | -2

Next part
smiles | 14-3-3 PPI
O=C(C1CCCN(S(=O)(=O)c2cccs2)C1)N1CCN(c2ccccc2)CC1 (centres undefined) | -5
O=C(Nc1cccc(O)c1)c1ccc(CSc2ccc(Br)cc2)cc1 | -4
O=C(Oc1cccc(NC2=NS(=O)(=O)c3ccccc32)c1)c1ccncc1 | -1
O=c1[nH]nc(-c2ccc(Nc3ccccc3)c([N+](=O)[O-])c2)c2ccccc12 | -146
CCCSCCCNC(=O)Cn1cc2c(n1)CCC(C)C2 (centres undefined) | -1
O=C(Nc1ccc(N2CCOCC2)cc1)C1(S(=O)(=O)c2ccccc2)CC1 | -6
CCN(CC)c1ccc(C=Nc2cccc(Cl)c2)c(O)c1 | -8
O=C(c1ccncc1)N1CCN(C(=O)c2cccs2)CC1 | 8
COc1ccc(C(=O)c2ccc(N3CCN(C(=O)c4ccccc4F)CC3)c(F)c2)cc1Br | -20
COc1ccc(OC)c(NC(=O)c2ccc(NS(=O)(=O)c3c(C)noc3C)cc2)c1 | -16
O=[N+]([O-])c1cc2c(c(Sc3ccccc3)c1)C=Cc1ccccc1O2 | -11
CCCn1c(=N)n(CC(=O)c2ccco2)c2ccccc21 | -5&-6
COc1ccc(NC2=CC(=O)CC(c3ccc(C)cc3)C2)c(OC)c1 (centres undefined) | -13
COC(=O)c1ccc(C2C(C(C)=O)=C(C)Nc3ncnn32)cc1 (centres undefined) | 3
COc1ccc(C=Nc2ccc3nc(-c4ccncc4)[nH]c3c2)cc1 | -15
COCCNC(=O)Cn1c(=O)n(Cc2ccccc2)c(=O)c2ccccc21 | -2
C=CCN(CC=C)C(=O)c1c(NC(=O)c2ccccc2C)sc2c1CCCCC2 | -8
COc1cc(-c2c(C#N)c(N)nc(SCc3ccncc3)c2C#N)cc(OC)c1OC | -5
Cc1noc(C(=O)Nc2sc3c(c2C#N)CCC3)c1Cl | -4

7 entries drawn at random from those above:
smiles | 14-3-3 PPI
COc1cc(-c2c(C#N)c(N)nc(SCc3ccncc3)c2C#N)cc(OC)c1OC | -5
O=C(c1ccncc1)N1CCN(C(=O)c2cccs2)CC1 | 8
O=c1[nH]nc(-c2ccc(Nc3ccccc3)c([N+](=O)[O-])c2)c2ccccc12 | -146
COc1ccc(OC)c(NC(=O)c2ccc(NS(=O)(=O)c3c(C)noc3C)cc2)c1 | -16
COc1ccc(C(=O)c2ccc(N3CCN(C(=O)c4ccccc4F)CC3)c(F)c2)cc1Br | -20
CCCSCCCNC(=O)Cn1cc2c(n1)CCC(C)C2 (centres undefined) | -1
CCCn1c(=N)n(CC(=O)c2ccco2)c2ccccc21 | -5&-6

Screens from PubChem.
